pPAFAH FP inh: pPAFAH enzyme inhibitors, primary screen, biochemical, fluorescence polarization, human; Platelet-activating factor acetylhydrolase (Homo sapiens), Q13093; recombinant pPAFAH, FP-rhodamine probe fluorescence polarization; inhibition, % at 3.39 µM; 1.5% of 330,000 active; AID 463082, 2010;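 active means inhibition above the mean inhibition across the screen plus 3 SD, cut at about 25% in these data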;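 further: inhibitors block binding of the rhodamine activity-based probe so polarization drops; 0% = enzyme with DMSO and 100% = wells lacking pPAFAH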
PME-1 inh: PME-1 inhibitors via competitive probe labeling, primary screen, biochemical, fluorescence polarization, FP-Rh probe, HTS; Protein phosphatase methylesterase 1 (Homo sapiens), Q9Y570; recombinant PME-1; inhibition, % at 5.9 µM; 0.53% of 320,000 active; AID 2130, 2009;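 active means inhibition above the campaign mean of all compounds plus 3 SD, cut at about 26% in these data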;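 further: competitive labeling of PME-1 active site by serine hydrolase directed probe; 0% = PME-1 with DMSO and 100% = wells lacking PME-1 enzyme; inhibitors block probe labeling so polarization falls and inhibition rises; many of its hits are not listed in these tables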
Fam108B inh: mouse Fam108B serine hydrolase inhibitors, primary screen, counter-screen for RBBP9 inhibitor project, biochemical, fluorescence polarization. recombinant Fam108B, FP-Rh probe fluorescence polarization. inhibition, % at 9.51 µM. 0.33% of 300,000 active;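 active means inhibition above the screen mean inhibition plus 3 SD, computed separately per campaign, cut at about 18% in these data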;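 further: inhibitors lower polarization as less probe binds the enzyme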
LYPLA1 inh: LYPLA1 inhibitors, primary screen, counter-screen for PME1 inhibitor project, biochemical, fluorescence polarization, FP-Rh probe ABPP. inhibition, % at 5.9 µM. recombinant LYPLA1. Acyl-protein thioesterase 1 (Homo sapiens), O75608. 0.16% of 320,000 active;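 active means inhibition above the mean of all tested compounds plus 3 SD, set per campaign, cut at about 14% in these data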;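 further: inhibitors block serine hydrolase probe labeling of LYPLA1 so polarization falls; 0% = enzyme with DMSO and 100% = wells lacking LYPLA1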
Target sequence (O75608 whole entry, looked up): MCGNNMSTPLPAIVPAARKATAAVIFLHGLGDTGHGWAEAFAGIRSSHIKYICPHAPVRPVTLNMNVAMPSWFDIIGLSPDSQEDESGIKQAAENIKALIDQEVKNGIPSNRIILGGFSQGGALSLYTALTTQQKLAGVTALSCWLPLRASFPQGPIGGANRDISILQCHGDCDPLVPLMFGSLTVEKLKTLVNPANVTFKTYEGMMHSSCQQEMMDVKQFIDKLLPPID
PAFAH2 FP inh: PAFAH2 enzyme inhibitors, primary screen, biochemical, fluorescence polarization, human; Platelet-activating factor acetylhydrolase 2, cytoplasmic (Homo sapiens), Q99487; recombinant PAFAH2, FP-rhodamine activity probe; inhibition, % at 3.39 µM; 0.99% of 340,000 active;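 active means inhibition above the mean over all tested compounds plus 3 SD, cut at about 30% in these data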;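 further: inhibitors block probe labeling of enzyme so polarization drops; 0% = enzyme with DMSO and 100% = wells lacking PAFAH2 protein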
PAFAH1B2 FP inh: PAFAH1B2 enzyme inhibitors, primary screen, biochemical, fluorescence polarization, human. inhibition, % at 3.39 µM. 1.2% of 340,000 active. recombinant PAFAH1B2, FP-rhodamine activity probe;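 active means inhibition above the mean of all tested compounds plus 3 SD, cut at about 24% in these data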;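 further: 0% = enzyme with DMSO and 100% = wells lacking PAFAH1B2; many of its hits are not listed in these tables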
PAFAH1B3 inh: PAFAH1B3 enzyme inhibitors, primary screen, biochemical, fluorescence polarization, human; 0.28% of 340,000 active; recombinant PAFAH1B3, FP-rhodamine probe; Platelet-activating factor acetylhydrolase IB subunit alpha1 (Homo sapiens), Q15102; inhibition, % at 3.39 µM;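 active means inhibition above the screen-wide average of all tested compounds plus 3 SD, cut at about 25% in these data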;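 further: 0% = enzyme with DMSO only and 100% = wells lacking PAFAH1B3 protein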
GSTO1 counter: inhibitors of recombinant GSTO1, primary screen, counter-screen for RBBP9 inhibitor project, biochemical, fluorescence polarization; activity-based probe fluorescence polarization; Glutathione S-transferase omega-1 (Homo sapiens), P78417; inhibition, % at 5.96 µM; AID 1974, 2009; 1.1% of 300,000 active;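 active means inhibition above the campaign mean inhibition plus 3 SD, cut at about 35% in these data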;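 further: 0% = GSTO1-1 with DMSO and 100% = wells lacking GSTO1-1 enzyme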
PAD4 FP inh: human PAD4 inhibitors, primary screen, biochemical, fluorescence polarization, 1536-well format | Protein-arginine deiminase type-4 (Homo sapiens), Q9UM07 | recombinant PAD4, RCA probe fluorescence polarization | inhibition, % at 6.36 µM | 0.41% of 330,000 active;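 active means percent inhibition above a cutoff equal to the mean of all tested compounds plus 3 SD, cut at about 15% in these data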;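 further: 0% = PAD4 with RCA probe and DMSO and 100% = probe without PAD4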
Target sequence (Q9UM07 whole entry, looked up): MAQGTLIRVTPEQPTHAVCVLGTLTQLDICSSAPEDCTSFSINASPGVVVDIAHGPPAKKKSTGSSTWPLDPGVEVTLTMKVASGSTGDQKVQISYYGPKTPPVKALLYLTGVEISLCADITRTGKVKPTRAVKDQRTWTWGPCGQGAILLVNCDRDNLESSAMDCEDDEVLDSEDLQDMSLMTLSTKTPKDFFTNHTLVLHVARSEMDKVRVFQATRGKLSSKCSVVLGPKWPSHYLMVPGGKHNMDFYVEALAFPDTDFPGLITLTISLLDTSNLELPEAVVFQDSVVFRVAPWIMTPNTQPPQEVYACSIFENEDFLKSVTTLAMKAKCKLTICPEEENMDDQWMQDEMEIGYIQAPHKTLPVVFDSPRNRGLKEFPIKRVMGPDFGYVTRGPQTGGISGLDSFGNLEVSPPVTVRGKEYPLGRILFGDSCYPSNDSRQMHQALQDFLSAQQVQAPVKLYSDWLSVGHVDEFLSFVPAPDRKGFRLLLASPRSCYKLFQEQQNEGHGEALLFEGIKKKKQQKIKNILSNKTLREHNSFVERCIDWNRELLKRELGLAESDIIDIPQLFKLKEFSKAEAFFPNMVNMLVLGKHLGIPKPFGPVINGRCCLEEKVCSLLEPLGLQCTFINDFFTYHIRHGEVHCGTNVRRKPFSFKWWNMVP
* hit, by the source's call; x = no result given. A portion of the library; count on the stated rates, not on these rows.

Start of the data: the first 4 compounds, to show the layout:
SMILES	pPAFAH FP inh	PME-1 inh	Fam108B inh	LYPLA1 inh	PAFAH2 FP inh	PAFAH1B2 FP inh	PAFAH1B3 inh	GSTO1 counter	PAD4 FP inh
O=C(O)c1ccc2c(c1)N(Cc1ccccc1)C(=O)c1ccccc1S2	1	3	-1	-2	3	1	7	4	5
NS(=O)(=O)c1ccc(CCNC(=O)CSc2nnc3ccccn23)cc1	-4	-4	3	3	1	4	10	10	-9
CCN=C1SC(C(=O)Nc2cccc(C(=O)O)c2)CC(=O)N1CC (stereo not drawn)	-5	-1	3	1	-7	8	4	-5	1
O=[N+]([O-])c1ccc2nc(-c3ccccn3)[nH]c2c1	0	0	4	-4	1	3	8	-3	-4

All compounds of this part (from the top)
SMILES	pPAFAH FP inh	PME-1 inh	Fam108B inh	LYPLA1 inh	PAFAH2 FP inh	PAFAH1B2 FP inh	PAFAH1B3 inh	GSTO1 counter	PAD4 FP inh
O=C(O)c1ccc2c(c1)N(Cc1ccccc1)C(=O)c1ccccc1S2	1	3	-1	-2	3	1	7	4	5
NS(=O)(=O)c1ccc(CCNC(=O)CSc2nnc3ccccn23)cc1	-4	-4	3	3	1	4	10	10	-9
CCN=C1SC(C(=O)Nc2cccc(C(=O)O)c2)CC(=O)N1CC (stereo not drawn)	-5	-1	3	1	-7	8	4	-5	1
O=[N+]([O-])c1ccc2nc(-c3ccccn3)[nH]c2c1	0	0	4	-4	1	3	8	-3	-4
Cc1cc(C(=O)NN)c(C)o1	0	-5	5	1	3	2	5	0	1
CCOC(=O)C1=C(C)NC(C)=C(C(=O)OCC)C1C(=O)OCC(=O)N(C)C1CCS(=O)(=O)C1 (stereo not drawn)	5	1	5	1	-2	-1	9	3	1
COc1nc(C)c2cc(C)oc2n1	0	7	-1	4	-2	3	3	9	1
O=c1[nH]c(-c2ccco2)nc2sc3c(c12)CCCC3	8	4	3	-8	3	5	-5	-8	3
Cc1c(-c2cc(Br)ccc2O)nc2cc3c(cc2c1C)OCO3	2	-3	-6	6	2	6	3	6	-6
O=C(NCCN1CCOCC1)Nc1ccccc1	-5	2	3	-5	1	1	-1	3	2
O=C1N=C(N2CCCCC2)S/C1=C\c1ccc(Cl)cc1	8	4	-1	0	1	-1	6	-2	-2
CCOc1ccc(OCC)c(NS(=O)(=O)c2cn(C)cn2)c1	-2	-6	-2	0	-4	-10	2	-6	-2
Cc1sc2nc(SCC(=O)NCCO)n(-c3ccccc3)c(=O)c2c1C	0	3	-1	-1	0	1	4	11	-1
CC(NC(=O)Cc1c(F)cccc1Cl)C1CCCO1 (stereo not drawn)	5	5	2	2	-1	9	-3	-1	2
COCc1cc(C)nc(Nc2ccccc2OC)c1C#N	5	2	-3	-5	-3	2	2	7	12
c1ccc(-n2ncc3c(NC4CCCCCC4)ncnc32)cc1	-1	-8	1	-8	4	2	11	6	-3
COc1cc(NC(=O)CCc2nnc3ccc(NCc4ccco4)nn23)cc(OC)c1	0	4	0	-1	-3	0	4	3	-2
CS(=O)(=O)c1ccc(Cl)c(S(=O)(=O)NCc2ccccc2)c1	-2	5	-1	0	-5	6	3	5	-7
COc1cc(C2N(c3ccc(Cl)c(Cl)c3)C(=O)C3CCCN32)cc(OC)c1OC (stereo not drawn)	6	1	-3	3	1	-7	6	-1	3
CC(C)c1ccccc1OCC(=O)Nc1ccc2[nH]ncc2c1	5	-3	-3	-1	8	-4	21	-3	2
Cc1ccc(S(=O)(=O)N(C)Cc2nc(-c3ccc(Br)cc3)no2)cc1	3	-5	-6	0	8	3	4	-7	1
O=C(O)c1ccc(N/N=C/c2cc3c(cc2[N+](=O)[O-])OCO3)cc1	10	-5	2	-3	1	4	-1	5	-3
COc1ccc(S(=O)(=O)NC(CC(=O)NCCc2ccccc2)c2ccco2)cc1 (stereo not drawn)	2	7	-7	-1	6	7	8	8	0
CC(OC(=O)CNC(=O)c1ccc(Br)cc1)C(=O)NC1CCCCC1C (stereo not drawn)	2	8	x	1	7	5	9	x	2
CSCCC(NC(=O)c1ccco1)C(=O)NCC(c1ccco1)N1CCCCC1 (stereo not drawn)	6	1	x	-1	-1	4	6	x	-1

Reprinted from the part before: two entries; new compounds follow.
SMILES	pPAFAH FP inh	PME-1 inh	Fam108B inh	LYPLA1 inh	PAFAH2 FP inh	PAFAH1B2 FP inh	PAFAH1B3 inh	GSTO1 counter	PAD4 FP inh
CC(OC(=O)CNC(=O)c1ccc(Br)cc1)C(=O)NC1CCCCC1C (stereo not drawn)	2	8	x	1	7	5	9	x	2
CSCCC(NC(=O)c1ccco1)C(=O)NCC(c1ccco1)N1CCCCC1 (stereo not drawn)	6	1	x	-1	-1	4	6	x	-1
CC1CCC(NC(=O)CN2C(=O)c3cccnc3Oc3ccc(Cl)cc32)CC1 (stereo not drawn)	-4	3	3	-2	-3	1	5	5	0
CN1C(=O)/C(=C/C=C2/CCCN2C)N(C)C1=S	-1	-7	-1	-4	-2	1	1	3	-3
CCCCC(=O)N/N=C(/C)C1=C(C)C(C)(C)OC1=O	0	-1	2	2	4	10	9	6	2
CC(C)(C)n1cnc2cc(NCc3ccccc3O)ccc21	2	4	-1	3	5	6	-4	12	2
COc1ccc(NC(=O)c2nn(C)c(=O)c3ccccc23)cc1S(=O)(=O)Nc1ccccc1Cl	15	-9	-4	-7	-5	4	-9	-23	-2
CCOc1cc(C(=O)Nc2ccc(S(=O)(=O)NC3=NCCCCC3)cc2)cc(OCC)c1OCC	-1	0	-2	-5	-7	-4	0	8	1
Cc1c(C)c(C)c(CN2CCSCC2)c(C)c1C	2	4	2	1	4	4	-1	-1	-2
COCCSc1nnc(NC(=O)c2ccc([N+](=O)[O-])cc2)s1	1	-4	-2	-1	1	2	8	0	3
Cc1nn2c(=O)cc(CSc3nc4ccccc4[nH]3)nc2s1	1	-2	-1	0	-1	3	-3	10	-3
O=C(CSc1nnc(CCCN2C(=O)c3cccc4cccc(c34)C2=O)n1-c1ccccc1)NCCCN1CCOCC1	5	6	-3	1	2	1	4	-1	0
CN(C)c1oc(-c2ccc(Cl)cc2)nc1S(=O)(=O)c1ccccc1	6	1	-5	0	1	6	0	6	-4
CC(C)Oc1ccc(CNC(=O)CCCN2C(=O)C(c3ccccc3)Oc3cccnc32)cc1 (stereo not drawn)	0	5	-3	2	-9	0	0	3	3
Cc1nc2ccccc2n1CC(=O)OCC(=O)Nc1ccc2c(c1)OCCO2	0	0	4	0	2	-1	0	-3	3
S=C(c1ccccc1)N1CCCC1	-3	1	4	-1	2	-2	10	-4	-6
CN(CC(=O)Nc1ccccc1Cl)C(=O)COC(=O)C1CCN(c2ccc(C(F)(F)F)cn2)CC1	7	0	-2	4	6	2	10	3	3
O=C1CC2CS(=O)(=O)CC2N1C1CCCCC1 (stereo not drawn)	0	-5	-1	0	4	8	0	1	-1
Cc1ccc(S(=O)(=O)N2CCCCC2)cc1C(=O)N(C)CC(=O)Nc1cccc(F)c1	0	1	3	0	2	1	4	6	2
COc1ccccc1N1CCN(CC(=O)N2CCCC2)CC1	6	2	-1	-2	2	6	5	-1	3
COc1ccc(CCNC(=O)c2cc(S(=O)(=O)N(C)C)ccc2N2CCCC2)cc1OC	-4	-4	-2	6	7	3	-6	1	-4
COC(=O)CCC(=O)OC1(C)C(=O)C2=CN(CCc3ccccn3)C(c3ccc(OC)cc3)=CC2=C(Br)C1=O (stereo not drawn)	20	2	1	1	13	1	30*	66*	-8
Cc1ccc2c(c1)C1CN(C)CCC1N2C(=O)c1ccccc1NS(=O)(=O)c1ccc(F)cc1C (stereo not drawn)	4	0	0	1	41*	3	6	-4	1
C[C@@H]1CN([C@H](C)CO)C(=O)c2cc(NC(=O)Nc3ccc(C(F)(F)F)cc3)ccc2O[C@H]1CN(C)S(=O)(=O)c1cccs1	-25	x	x	x	-75	-44	-91	x	-6
COc1ccc(S(=O)(=O)NCCCn2ccnc2)cc1Cl	-2	0	-1	4	-5	0	-6	1	-2
Nc1cc(N)nc(SCc2ccc(Cl)cc2)n1	2	-1	-1	2	1	24	16	10	0

Quoted from the listing:
PAFAH2 FP inh with `CN1C(=O)/C(=C/C=C2/CCCN2C)N(C)C1=S` : -2
PME-1 inh with `S=C(c1ccccc1)N1CCCC1` : 1
GSTO1 counter with `O=C(CSc1nnc(CCCN2C(=O)c3cccc4cccc(c34)C2=O)n1-c1ccccc1)NCCCN1CCOCC1` : -1
PAFAH2 FP inh with `CN(CC(=O)Nc1ccccc1Cl)C(=O)COC(=O)C1CCN(c2ccc(C(F)(F)F)cn2)CC1` : 6
PAFAH1B2 FP inh with `CN(C)c1oc(-c2ccc(Cl)cc2)nc1S(=O)(=O)c1ccccc1` : 6

Screening results (PubChem)
